Source: PubChem (Southern Research Specialized Biocontainment Screening Center)
H1N1 NS1A inhibition – H1N1 influenza NS1A inhibitors, functional cell based assay (AID 504329). NS1A functional cell-based assay, percent inhibition; higher % means a stronger effect. inhibition, % at 12.5 µM; hits with a dose series show IC50 in µM. 340,000 compounds, 0.3% hits; in the data active = a potency from the dose series; inconclusive = inhibition above about 27% without an active follow-up result; also: strong numbers were not always called active
VEEV TC-83 Vero – inhibitors of VEEV TC-83 cytopathic effect, confirmation, Vero cells (AID 588727). Vero cells, VEEV TC-83 cytopathic effect inhibition; higher % means a stronger effect. inhibition, % at 20 µM; hits with a dose series show IC50 in µM. 350,000 compounds, 0.13% hits; in the data active = a potency from the dose series; inconclusive = inhibition mostly from about 14% at the one dose, without a potency; inactive = the rest, 99 in 100 with inhibition below about 12%; also: strong numbers were not always called active
H37Rv inhibition – M. tuberculosis growth inhibition, HTS (AID 449762). M. tuberculosis H37Rv growth inhibition, 7H9 media; higher % means a stronger effect. inhibition, % at 25 µM, or IC50 in µM where a hit was titrated. 330,000 compounds, 0.59% hits; in the data active = a potency from the dose series; inconclusive = inhibition above about 70% without an active follow-up result;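 also: bacterial growth assessed after seven days of incubation; strong numbers were not always called active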
Salmonella PhoP GFP – Inhibition of PhoP regulon, Salmonella typhi GFP reporter cells, confirmation, 4 h (AID 1850) | Salmonella Typhi PhoP-promoter GFP reporter, fluorescence, 4 h; higher % means a stronger effect | inhibition, % at 50 µM, or IC50 in µM where a hit was titrated | 310,000 compounds, 0.33% hits; in the data active = a potency from the dose series; inconclusive = inhibition mostly from about 25% at the one dose, without a potency; inactive = the rest, 99 in 100 with inhibition below about 19%;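 also: 0% = induced wells with vehicle and 100% = uninduced wells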
M. tuberculosis – growth inhibition of non-replicating M. tuberculosis (AID 488890) | 320,000 compounds, 0.39% hits | inhibition, % at 25 µM; hits with a dose series show IC50 in µM | Mycobacterium tuberculosis non-replicating, growth inhibition; higher % means a stronger effect; in the data active = a potency from the dose series; inconclusive = inhibition mostly from about 82% at the one dose, without a potency; inactive = the rest, 99 in 100 with inhibition below about 76%;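 also: plate controls were DMSO cells for no effect and high antibiotic wells for full effect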
VEEV TC-83 Vero 10K pilot screen – second read-out of VEEV TC-83 Vero, no call of its own (marks repeat the call); inhibition, %; measured here: 10K pilot screen inhibition
Active calls of the source: *; i = inactive; ? = inconclusive; · = not tested or not shown; & = joins results of further samples. Compounds were not picked by outcome, and some 1.5% of all compounds hit somewhere here.

SMILES	H1N1 NS1A inhibition	VEEV TC-83 Vero	H37Rv inhibition	Salmonella PhoP GFP	M. tuberculosis	others
COCCN(C(=O)CC1CCCC1)c1c(N)n(CC(C)C)c(=O)[nH]c1=O	-4.4%	1.9%	-8.6%	·	-5.8%
Cc1ccc(N(C)C(=O)c2ccc3c(Cl)c4c(nc3c2)CCC4)cc1C	-14.6%	0.6%	1.0%	0.3%	32.0%	VEEV TC-83 Vero 10K pilot screen=1.4
CCOc1ccc(CCNC(=O)C2CCN(S(=O)(=O)N3CCC(C)CC3)CC2)cc1OCC	-10.5%	0.3%	-4.0%	8.9%	18.8%
O=C(NCCCn1ccnc1)C(=O)NCC1OCCN1S(=O)(=O)c1cc(F)ccc1F (stereo not drawn)	12.7µM*	0.4%	0.0%	6.1%	0.0%
Cc1ccc(S(=O)(=O)NCCC(=O)N2CCCCCC2)cc1	-2.6%	1.1%	-8.6%	1.3%	-0.3%
NC(=O)CC(NC(=O)Cc1cccc2ccccc12)c1ccc(NC2CCCCC2)c([N+](=O)[O-])c1 (stereo not drawn)	3.3%	0.7%	1.9%	1.4%	-11.4%
Cc1ccc(C(=O)COc2ccc3ccc(=O)oc3c2)cc1	7.7%	i	-0.3%	7.2%	58.2%
CCc1c(C)sc(NC(=O)c2cnn3cccnc23)c1C#N	-5.0%	4.5%	3.8%	-0.5%	5.5%	VEEV TC-83 Vero 10K pilot screen=0.3
COc1cccc(CN2CCC(C(=O)N3CCN(c4ccccc4F)CC3)CC2)c1	-5.8%	0.2%	1.7%	6.2%	6.8%
COc1ccccc1OC1OC2COC(c3ccco3)OC2C(O)C1NC(C)=O (stereo not drawn)	-10.2%	3.4%	-14.0%	1.9%	-14.6%
O=C(CCc1nnc(CCCc2ccccc2)o1)NC(C1CC1)C1CC1	-10.7%	0.3%	-3.8%	21.5%	-1.0%
O=C(c1ccc(F)cc1)N1CCC(C(=O)N2CCN(S(=O)(=O)c3cccc(Cl)c3)CC2)CC1	-5.5%	2.3%	-1.9%	-4.7%	13.7%
CC(=O)Nc1ccc(S(=O)(=O)N2CCN(Cc3cccs3)CC2)cc1	-8.1%	1.4%	-2.7%	-0.5%	-3.6%
COc1ccc(C2/C=C\CN(S(=O)(=O)c3ccc(C)cc3)CC(=O)N2Cc2cccc(F)c2)cc1 (stereo not drawn)	-12.8%	i	·	·	·
O=C(COC(=O)/C=C/c1ccc(F)cc1)NCc1ccco1	-2.5%	0.2%	4.1%	8.0%	38.9%
COCC(=O)N1CCC(Oc2ccc(C(=O)NCc3cc(C)n(C)n3)cc2)CC1	1.1%	1.9%	0.8%	-0.5%	-6.4%
COc1ccc2c(C(=O)CN3CC(C)OC(C)C3)c[nH]c2c1 (stereo not drawn)	9.2%	2.4%	-5.7%	-8.4%	0.2%
CC(C)CCOc1ccccc1C(N)=O	-1.9%	1.1%	1.2%	-1.5%	38.4%
CCC1(C)COC2(OC1)C(=O)Nc1ccccc12 (stereo not drawn)	-10.9%	0.9%	-27.7%	6.9%	7.7%
O=C(NCC1CCN(Cc2ccc(F)cc2)CC1)C1CCCN(c2ncnc3c2nc2n3CCCCC2)C1 (stereo not drawn)	3.6%	0.3%	7.5%	9.7%	33.1%
O=C(CCCNC(=O)/C(=C\c1ccccc1F)NC(=O)c1ccccc1)OCc1ccccc1	-2.5%	i	-11.8%	-4.3%	22.5%
CCN(CC)S(=O)(=O)c1ccc2c(c1)NC(=O)C1CCCN21 (stereo not drawn)	-7.5%	0.2%	?	-7.0%	24.2%
COc1cccc(N2CCN(C(=O)c3ccc4nc(N5CCC(C)CC5)sc4c3)CC2)c1	·	·	?	8.5%	59.6%
NC(=O)CC(NC(=O)c1cccc(Br)c1)c1ccc(N2CCC(N3CCCCC3)CC2)c([N+](=O)[O-])c1 (stereo not drawn)	-2.6%	0.0%	-9.2%	-2.9%	-0.6%
COc1ccccc1NC(=O)CSc1ccc2nnc(-c3ccc(C)cc3)n2n1	28.1%	11.3%	-5.9%	8.1%	21.9%

A stretch of the results above, for reference:
SMILES	H1N1 NS1A inhibition	VEEV TC-83 Vero	H37Rv inhibition	Salmonella PhoP GFP	M. tuberculosis	others
COc1ccc(C2/C=C\CN(S(=O)(=O)c3ccc(C)cc3)CC(=O)N2Cc2cccc(F)c2)cc1 (stereo not drawn)	-12.8%	i	·	·	·
O=C(COC(=O)/C=C/c1ccc(F)cc1)NCc1ccco1	-2.5%	0.2%	4.1%	8.0%	38.9%
COCC(=O)N1CCC(Oc2ccc(C(=O)NCc3cc(C)n(C)n3)cc2)CC1	1.1%	1.9%	0.8%	-0.5%	-6.4%
COc1ccc2c(C(=O)CN3CC(C)OC(C)C3)c[nH]c2c1 (stereo not drawn)	9.2%	2.4%	-5.7%	-8.4%	0.2%
CC(C)CCOc1ccccc1C(N)=O	-1.9%	1.1%	1.2%	-1.5%	38.4%
CCC1(C)COC2(OC1)C(=O)Nc1ccccc12 (stereo not drawn)	-10.9%	0.9%	-27.7%	6.9%	7.7%
O=C(NCC1CCN(Cc2ccc(F)cc2)CC1)C1CCCN(c2ncnc3c2nc2n3CCCCC2)C1 (stereo not drawn)	3.6%	0.3%	7.5%	9.7%	33.1%
O=C(CCCNC(=O)/C(=C\c1ccccc1F)NC(=O)c1ccccc1)OCc1ccccc1	-2.5%	i	-11.8%	-4.3%	22.5%
CCN(CC)S(=O)(=O)c1ccc2c(c1)NC(=O)C1CCCN21 (stereo not drawn)	-7.5%	0.2%	?	-7.0%	24.2%
COc1cccc(N2CCN(C(=O)c3ccc4nc(N5CCC(C)CC5)sc4c3)CC2)c1	·	·	?	8.5%	59.6%
NC(=O)CC(NC(=O)c1cccc(Br)c1)c1ccc(N2CCC(N3CCCCC3)CC2)c([N+](=O)[O-])c1 (stereo not drawn)	-2.6%	0.0%	-9.2%	-2.9%	-0.6%
COc1ccccc1NC(=O)CSc1ccc2nnc(-c3ccc(C)cc3)n2n1	28.1%	11.3%	-5.9%	8.1%	21.9%

(listing goes on)
SMILES	H1N1 NS1A inhibition	VEEV TC-83 Vero	H37Rv inhibition	Salmonella PhoP GFP	M. tuberculosis	others
C/C(N)=C(/C#N)C(=O)COC(=O)C1CSC2(c3ccc(F)cc3)CCC(=O)N12 (stereo not drawn)	-8.0%	2.2%	3.2%	3.3%	-8.3%
CC1(C)CC(NC(=O)Cc2ccccc2[N+](=O)[O-])CC(C)(C)N1	-5.5%	1.9%	-2.5%	-4.2%	4.6%
Cc1ccccc1NC(=O)C1CCCN1S(=O)(=O)c1ccc2c(c1)n(C)c(=O)c(=O)n2C (stereo not drawn)	-23.4%	i	-5.7%	-0.7%	·
CN(C)CCCn1c(SCC(=O)Nc2nccs2)nnc1-c1ccncc1	-2.7%	1.1%	1.5%	-9.8%	-11.0%
Cc1nn(C)c(C)c1NC(=O)CSc1nc(Cc2ccccc2)nc2c1cnn2-c1ccccc1	-6.3%	i	1.7%	3.0%	13.6%
CCC(C)NC(=O)N[C@@H](Cc1ccccc1)C(=O)O (stereo partly drawn)	-8.2%	1.1%	-10.2%	-2.7%	-4.7%
CC(C)c1ccc(C2c3[nH]c4ccccc4c3C[C@H]3C(=O)N(c4ccccc4C(=O)N4CCC(C(=O)O)CC4)C(=O)N23)cc1 (stereo partly drawn)	0.1%	0.7%	-7.2%	1.6%	28.7%
O=c1cc(/C=C/c2ccccc2)oc2ccccc12	5.4%	0.4%	36.4µM*	-18.3%	29.5%
N#Cc1ccccc1NC(=O)COC(=O)CCc1ccccc1	-9.4%	0.3%	4.3%	6.7%	2.0%
COc1ccccc1N1CCN(C2CCCN(Cc3ccc(Cl)cc3)C2)CC1 (stereo not drawn)	-10.3%	0.3%	8.0%	-4.5%	6.0%
CCO[C@H]1OC(C(=O)O)=C[C@@H](C)[C@@H]1CCCO	-9.9%	i	2.1%	-11.8%	1.4%
Cc1ccc(NC(=O)N2CCCC2C(=O)Nc2c(C)cc(C)cc2C)cc1 (stereo not drawn)	-3.0%	i	-7.0%	-0.5%	2.0%
CC(C)CN(CC(C)C)c1nnc(N)s1	-0.5%	0.7%	7.4%	11.5%	6.7%
COc1ccc(NC(=O)COC(=O)c2cccn2C)cc1S(=O)(=O)N1CCCCC1	-7.6%	0.1%	-10.3%	·	32.4%
Cc1cc(SC(C)C(=O)Nc2ncc(Cl)cc2Cl)nc2ccccc12 (stereo not drawn)	-13.2%	19.5µM*	3.7%	-13.3%	-0.7%
CC(C)(C)OC(=O)N(Cc1ccccc1)Cc1ccccc1OCc1ccc(NC(=O)C2CCC2)cc1	16.4%	12.1%	·	·	·
O=C(CSc1ncn[nH]1)Nc1ccccc1C(=O)O	-2.5%	0.9%	2.2%	-0.5%	-8.9%
CCOC(=O)C(NC(C)=O)(Nc1ccc(S(=O)(=O)Nc2cc(C)on2)cc1)C(F)(F)F (stereo not drawn)	-3.5%	0.1%	49.0%	-1.2%	69.9%
COc1ccc(/C=C(\NC(=O)c2ccccc2)C(=O)N/N=C/c2ccncc2)cc1	-3.3%	0.2%	-1.9%	-4.2%	-0.2%
COC(=O)Cc1ccc2sc(-c3ccccc3)nc2c1	-8.5%	6.3%	-5.3%	-4.4%	49.8%
O=C(NCCC1CCCCN1S(=O)(=O)c1ccc(F)cc1)C(=O)NCc1cccnc1 (stereo not drawn)	2.1%	0.5%	0.2%	-5.2%	-1.1%
COc1ccc(C(C)=O)cc1COc1ccc(F)cc1	-1.0%	2.4%	5.2%	-8.6%	0.9%
CCOc1ccccc1CNC(=O)CN1C(=O)CSc2ccc(S(=O)(=O)N3CCOCC3)cc21	-5.2%	1.7%	2.2%	-0.2%	20.0%
CCOC(=O)Nc1sc(C(=O)N(C)C)c(C)c1C(=O)OCC	-26.8%	2.7%	-7.9%	6.2%	-8.5%
CC(OC(=O)c1cc(S(=O)(=O)N(C)C)ccc1N1CCCC1)C(=O)NCc1ccccc1 (stereo not drawn)	-4.0%	7.2%	1.3%	0.3%	7.1%

For reference, part of the list above.
SMILES	H1N1 NS1A inhibition	VEEV TC-83 Vero	H37Rv inhibition	Salmonella PhoP GFP	M. tuberculosis	others
COCCN(C(=O)CC1CCCC1)c1c(N)n(CC(C)C)c(=O)[nH]c1=O	-4.4%	1.9%	-8.6%	·	-5.8%
Cc1ccc(N(C)C(=O)c2ccc3c(Cl)c4c(nc3c2)CCC4)cc1C	-14.6%	0.6%	1.0%	0.3%	32.0%	VEEV TC-83 Vero 10K pilot screen=1.4

New compounds follow.
SMILES	H1N1 NS1A inhibition	VEEV TC-83 Vero	H37Rv inhibition	Salmonella PhoP GFP	M. tuberculosis	others
CC(C)CCNC(=O)c1csc2c1CCCCC2	-4.1%	0.1%	14.8%	-7.8%	?
O=C(CSc1nc2ccccc2o1)c1ccc2c(c1)OCCO2	1.2%	1.3%	-8.9%	2.7%	6.1%
CC(C)NS(=O)(=O)c1ccc(OCC(=O)NCc2cccnc2)cc1	1.4%	0.2%	6.4%	-7.3%	-3.8%
CN(C)c1cc(NC(=O)CNC(C)(C)CC(C)(C)C)c2ccccc2n1	1.4%	3.2%	-1.9%	14.0%	5.3%
CSc1cccc(NC(=O)CSc2ncccc2C(=O)Oc2cccc([N+](=O)[O-])c2)c1	-0.5%	1.8%	6.0%	-1.8%	60.4%
Cc1ccccc1NC(=O)CN1CCC(C(=O)c2ccc3c(c2)OCCO3)CC1	8.7%	0.4%	-11.6%	6.1%	12.4%
O=C(NCCCn1ccnc1)c1cc(-c2ccc3c(c2)OCO3)on1	-5.2%	i	-0.1%	-7.0%	19.2%
Cc1c(C(=O)N2CCOCC2)sc2ncnc(N3CCc4ccccc4C3)c12	-1.0%	5.9%	-0.7%	18.1%	-2.4%
CCN1CCN(C(=O)c2cc(-c3cccnc3)nc3ccc(Br)cc23)CC1	-5.9%	i	-2.6%	14.4%	77.6%
COc1cn(-c2ccccc2)nc1C(=O)Nc1ccccc1	-3.2%	2.0%	4.3%	2.8%	51.3%
CCC(=NCc1cccnc1)c1c(O)n(Cc2ccccc2)c(=O)[nH]c1=O	-6.7%	2.6%	-0.2%	-24.7%	29.8%
COCCNC(=O)CCCCCN1C(=O)CCC1=O	-4.1%	0.6%	-0.7%	-5.2%	-0.9%
OCC[C@H]1C[C@@H](O)[C@H](O)[C@]2(OCCCc3ccccc32)O1	-2.5%	1.8%	0.7%	6.3%	-5.4%
CCN(CC)CCOc1ccc(/C(=C(/Cl)c2ccccc2)c2ccccc2)cc1	10.3%&9.6%	3.1%	?	-7.8%&15.3%	?
CN1CCN(S(=O)(=O)c2ccc(Cl)cc2)CC1	-0.7%&4.2%	0.5%	5.0%	7.3%	-13.2%
CC1(C)CC(Nc2ccc(Nc3ccccc3)cc2)CC(C)(C)N1	20.2%	0.3%	2.4%	3.9%	?
